CSN deneddyl inh – blocks human CSN-mediated cullin deneddylation; Q92905; Purified CSN, SCF-Nedd8-OG deneddylation, fluorescence polarization; inhibition, % at 12.5 µM; actives 0.38% (n = 360,000);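 active means pattern-corrected inhibition above about 35%, with an unprinted fluorescence ratio check between 0.5 and 1.5, limit read from the data, passing the limit was not always enough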;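 further: 0% = enzyme with substrate and 100% = substrate without enzyme; some results filed as inactive read as strong as hits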
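Assay system: purified human Csn5 enzyme expressed in HEK293T cells; Input: 0.24 nM Csn5 enzyme, final concentration; Reagent: 10 nM SCFSkp2-Nedd8OG; Compound dosing: 12.5 µM single point; Times: reaction 90 min, room temperature; Technique: fluorescence polarization readout.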
NadD inh – blocks S. aureus nicotinate mononucleotide adenylyltransferase; purified NadD enzyme, colorimetric absorbance read-out; inhibition, % at 20 µM; actives 0.78% (n = 360,000); AID 602399; in the data active means inhibition above about 26%; further: some compounds past the cut are filed as inactive
Tb MetRS inh – blocks T. brucei methionyl-tRNA synthetase activity; purified T. brucei MetRS, ATP depletion, Kinase-Glo luminescence; inhibition, % at 11.9 µM; actives 0.4% (n = 360,000); AID 624268;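 active means inhibition above a per-plate cutoff of the control wells' mean inhibition plus 3 SD, cut at about 5.5% in these data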;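 further: 0% = DMSO wells median and 100% = median of wells with control inhibitor compound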
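Dosing: 11.9 µM single point; system: parasite MetRS enzyme; technique: luminescence of leftover ATP; times: 15 min enzyme-compound preincubation, 2 h reaction, 10 min detection, 25 °C; replicates: each compound tested once; read-out basis: percent inhibition relative to median high and low control wells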
STEP block – blocks human striatal-enriched tyrosine phosphatase; inhibition, % at 20 µM; actives 0.25% (n = 360,000); P54829; recombinant STEP, OMFP fluorogenic substrate, fluorescence; AID 588621;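 active means inhibition at 20 µM, scaled per plate between control wells, above about 37%, limit read from the data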;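 further: 0% = DMSO with enzyme and substrate and 100% = substrate only without enzyme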
Target sequence (P54829 whole entry, looked up): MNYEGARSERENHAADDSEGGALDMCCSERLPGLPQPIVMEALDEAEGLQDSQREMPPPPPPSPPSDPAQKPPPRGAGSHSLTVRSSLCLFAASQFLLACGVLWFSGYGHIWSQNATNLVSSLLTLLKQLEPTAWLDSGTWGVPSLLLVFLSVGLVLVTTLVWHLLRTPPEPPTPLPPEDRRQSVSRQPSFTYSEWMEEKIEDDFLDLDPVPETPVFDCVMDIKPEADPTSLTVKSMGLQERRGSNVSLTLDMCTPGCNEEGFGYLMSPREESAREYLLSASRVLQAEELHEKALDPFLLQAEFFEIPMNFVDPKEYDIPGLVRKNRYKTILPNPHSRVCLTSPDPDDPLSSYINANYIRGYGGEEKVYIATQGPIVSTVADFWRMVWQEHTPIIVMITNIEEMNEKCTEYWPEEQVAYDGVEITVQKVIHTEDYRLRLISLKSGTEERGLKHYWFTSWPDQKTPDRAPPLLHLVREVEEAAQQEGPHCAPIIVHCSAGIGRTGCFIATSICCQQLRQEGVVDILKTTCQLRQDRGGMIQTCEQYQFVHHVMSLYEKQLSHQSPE
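Also added – OMFP at 25 µM · Test system – STEP tyrosine phosphatase · Technique – FITC-channel fluorescence of OMFP product · Schedule – 20 min at room temperature, dark · Evaluation – control-normalized % inhibition with plate pattern correction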
LMPTP inh – LMPTP (human) inhibition; AID 651560; recombinant LMPTP-A, OMFP fluorogenic substrate, fluorescence intensity; inhibition, % at 20 µM; actives 0.22% (n = 360,000); P24666;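 active means compounds that cut the enzyme signal by at least half of the control window in the single-dose screen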;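 further: plate controls were DMSO wells with enzyme plus substrate for no effect and substrate without enzyme for full effect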
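material = LMPTP-A | quantity = 0.625 nM enzyme | reagent = OMFP substrate, 400 µM final | buffer or medium = Bis-Tris pH 6.0, DTT, detergent | detection = endpoint fluorescence intensity from OMFP dephosphorylation | dosing = single 20 µM dose | read-out basis = % inhibition relative to no-enzyme and uninhibited control wells | control set = no-enzyme and uninhibited controls | timing = 50 min at room temperature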
Rpn11 block – blocks the human proteasome subunit Rpn11; O00487; human 26S proteasome, Ub4-pepOG fluorescence polarization; 20S core pre-blocked with epoxomicin; calls only at 20 µM; actives 0.59% (n = 360,000); AID 588493;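 active means inhibition at 20 µM, scaled to each plate's controls, above about 33%, limit read from the data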
Target sequence (O00487 whole entry, looked up): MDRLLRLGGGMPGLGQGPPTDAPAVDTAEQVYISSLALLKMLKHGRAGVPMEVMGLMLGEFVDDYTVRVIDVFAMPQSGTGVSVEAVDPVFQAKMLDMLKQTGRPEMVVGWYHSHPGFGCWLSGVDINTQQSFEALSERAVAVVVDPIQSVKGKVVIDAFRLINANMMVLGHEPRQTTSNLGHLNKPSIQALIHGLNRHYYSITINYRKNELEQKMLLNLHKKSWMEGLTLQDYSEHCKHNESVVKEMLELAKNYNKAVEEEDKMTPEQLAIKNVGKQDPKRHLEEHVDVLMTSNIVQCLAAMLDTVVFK
MLLE-PAM2 inh – inhibitors of microRNA-mediated deadenylation, human PABP1 MLLE binding. P11940. GST-MLLE / FITC-PAM2 fluorescence polarization. inhibition, % at 20 µM. actives 0.36% (n = 360,000). AID 588489; in the data active means inhibition above about 35%, passing the limit was not always enough;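 further: plate controls were DMSO wells with GST-MLLE for no effect and wells lacking GST-MLLE protein for full effect; some results filed as inactive read as strong as hits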
Scp-1 inhibitor – Scp-1 (human) phosphatase inhibition; AID 493091; actives 0.88% (n = 340,000); Q9GZU7; inhibition, % at 20 µM; Recombinant Scp1, phosphopeptide, malachite green phosphate absorbance;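 active means inhibition above about 50% at 20 µM, limit read from the data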;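 further: plate controls were DMSO wells with enzyme for no effect and wells lacking enzyme for full effect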
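Test system: SCP-1 phosphatase catalytic domain, residues 76-261 | Compound dosing: One concentration, 20 µM, with 1.0% DMSO | Schedule: 45 min room-temperature reaction, 5 min colour, 30 min stabiliser | Detection: Absorbance at 630 nm | Read-out basis: % inhibition of SCP-1 phosphate liberation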
DNMT1 inh – inhibitors of human DNMT1; P26358; DNMT1 molecular beacon, Hinp1I cleavage, fluorescence; inhibition (reported as % activation of signal), % at 10 µM; actives 0.83% (n = 360,000); AID 588458; in the data active means inhibition above about 50%
SUMO1-SIM PPI – alters human SUMO1 binding to SIM partners. P63165. inhibition, % at 20 µM. AID 602429. SUMO1 binding to a labelled peptide, TR-FRET, 1 h. actives 0.33% (n = 360,000); in the data active means inhibition above about 37%
Target sequence (P63165 whole entry, looked up): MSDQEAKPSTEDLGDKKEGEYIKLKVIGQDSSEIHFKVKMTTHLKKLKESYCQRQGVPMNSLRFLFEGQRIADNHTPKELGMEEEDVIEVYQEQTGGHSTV
Active calls of the source: *; i = inactive; . = no result given. Outcome played no part in choosing rows, and some 3.6% of all compounds hit somewhere here.

SMILES	CSN deneddyl inh	NadD inh	Tb MetRS inh	STEP block	LMPTP inh	Rpn11 block	MLLE-PAM2 inh	Scp-1 inhibitor	DNMT1 inh	SUMO1-SIM PPI
COC[C@@H]1NS(=O)(=O)c2ccc(Br)cc2O[C@H]1c1ccccc1	-3	-2	-0.5	-3	-1.4	i	9	-11	1	3
Cc1ccc(CN2CCSc3ccc(C(=O)NCc4cccnc4)cc32)cc1	-1	-1	0.4	2	2.0	i	23	-4	-2	-3
NC(=O)NC(=O)CN1C(=O)NC(c2ccccc2)(c2ccccc2)C1=O	-1	2	-0.3	-1	-1.2	i	-8	-5	0	-2
FC(F)(F)Oc1ccccc1C(c1nnnn1C1CCCCC1)N1CCN(C/C=C/c2ccccc2)CC1 (stereo not drawn)	8	4	-1.2	2	0.2	i	10	.	2	9
O=C(CNC(=O)c1ccco1)NCC(=O)OCc1cccc(Cl)c1	-2	-2	-2.3	0	-0.7	i	0	-10	3	0
COc1cccc(Sc2ccccc2/C=N/NC(N)=O)c1	-9	-1	0.1	-2	0.4	i	-10	-10	12	2
CCc1cccc(CC)c1NC(=S)N1CCn2cccc2C1c1cccnc1 (stereo not drawn)	-2	10	0.6	1	0.0	i	1	-10	1	-2
Cc1cccc(NC(=O)COC(=O)c2ccc(S(=O)(=O)N3CCCCCC3)cc2)c1	0	8	-0.5	-1	-0.9	i	4	-6	13	5
CC(=O)N1CCc2ccc(S(=O)(=O)N3CCc4ccccc43)cc21	11	1	-0.8	-1	1.9	i	19	-3	-3	3
Cc1ccc(S(=O)(=O)N2CCCOC2CNC(=O)C(=O)NCc2ccco2)cc1 (stereo not drawn)	-7	3	1.1	1	-2.0	i	9	-1	-2	1
O=C(C1CCN(Cc2nc(Cc3cccc(F)c3)no2)CC1)N1CCOCC1	-3	-4	0.0	-1	-1.0	i	7	-2	-1	-2
Cc1snnc1C(=O)NC(=S)Nc1ccccc1	1	3	2.2	2	-1.6	i	39	2	-7	-3
CCC(c1nnc(SCC(=O)Nc2ccc(N3CCOCC3)cc2)n1Cc1ccccc1)N(C)C (stereo not drawn)	-2	-2	-0.8	-2	1.0	i	2	4	2	4
CSCC[C@@H](C(=O)NCCCCCCCCCCC(=O)N1CCNCC1)n1cc(CCO)nn1	2	0	-0.4	2	-1.3	i	5	-1	6	-2
COCCn1c(C)cc(C(=O)COc2cccnc2[N+](=O)[O-])c1C	-8	1	0.2	-1	-0.5	i	14	4	-6	-14
CCc1cc(Cn2nc(-c3ccccc3)cc2C(=O)NCC2CC2)on1	1	-9	-0.1	0	0.2	i	-2	-6	4	3
COc1cc(C(=O)NCC(=O)OCn2nnc3ccccc3c2=O)cc(OC)c1OC	1	-3	-0.2	2	0.0	i	-3	-5	0	-4
CN(Cc1ccccc1)C(=O)c1ccc(NC(=O)Cc2cccc(NC(=O)C3CCCN(C(=O)C4CCCCC4)C3)c2)cc1 (stereo not drawn)	-3	14	-0.5	1	2.2	i	-4	6	-16	3
O=C(NCCCN1CCOCC1)c1onc(CSc2ccccc2)c1C(=O)NCCCN1CCOCC1	-3	-1	-0.1	-3	-1.8	i	-10	1	0	-1
COCCN(C(=O)Cc1cccs1)C(C(=O)NCc1ccc(OC)cc1)c1ccc(OC)cc1 (stereo not drawn)	-7	-3	-0.3	2	0.5	i	3	-4	1	3
CC(C)c1nc(C(=O)N2CCCC(N3CCN(c4cccc(Cl)c4)CC3)C2)cs1 (stereo not drawn)	-1	0	-0.4	4	0.8	i	-6	0	1	1
O=C(CS(=O)(=O)c1cn(CC(=O)N2CCOCC2)c2ccccc12)NCc1ccccc1	6	-4	-0.1	-5	-0.9	i	-7	-7	0	0
Cc1ccc(C(=O)CSc2nnc3ccccn23)c(C)c1	1	-1	0.4	0	0.1	i	14	-4	-1	-2
CCOC(=O)Cc1csc(SCC(=O)Nc2cc(C)ccc2OC)n1	-2	-6	0.0	0	-1.7	i	2	-9	-1	2
CCOc1ccc(NC(=O)COC(=O)Cn2cnc3ccccc32)cc1	-1	-6	-0.3	-1	-0.7	i	5	-6	-1	-7
OCCN(Cc1nc(-c2ccc3c(c2)OCO3)no1)Cc1cccs1	0	-8	-0.7	4	0.8	i	3	-5	-2	-2
Cc1ccc(C(O)c2ncc(-c3ccc(Cl)cc3)[nH]2)c(C)c1 (stereo not drawn)	-3	2	-0.1	0	0.7	i	-3	.	5	-3
Fc1ccccc1-c1cc2cc3c(cc2cn1)OCO3	-3	-2	-0.1	3	1.5	i	10	-4	-6	-5
N#C/C(N=Nc1ccccc1O)=N\Nc1ccccc1O	1	-4	0.2	11	8.8	i	-11	-6	-31	20
COc1ccc(NC(=O)CSc2nnc(NC(=O)C3CCC3)s2)cc1	2	-8	-0.8	0	-1.7	i	7	-9	-2	0
COC(=O)c1c(NC(=O)c2c(Cl)cnn2C)sc(C)c1C	-2	-5	-0.5	0	0.1	i	10	-4	6	2
Cc1ccc(N2C(=O)N3[C@H]4c5ccccc5OC[C@@H]4[C@@H](c4ccccc4)[C@@]3(C)C2=O)cc1	1	3	-0.3	0	1.2	i	11	-10	1	-3
COc1cccc(/C=C(/C(=O)OCC(=O)NC2CCCC(C)C2C)c2ccccc2)c1 (stereo not drawn)	-1	-1	0.0	-2	5.7	i	5	-10	-7	4
C=CCSc1nnc2c(n1)OC=Nc1ccccc1-2	4	-3	-1.1	2	-2.1	i	16	2	17	-5
CN(C(=O)CSc1nnc(-c2ccncc2)n1C)C1CCS(=O)(=O)C1 (stereo not drawn)	-11	-3	-0.9	-4	-2.9	i	2	-2	3	-2
COc1ccc(N=C2SC(CC(=O)Nc3ccccc3)C(=O)N2Cc2ccccn2)cc1 (stereo not drawn)	5	9	0.4	-2	1.4	i	-1	-3	-9	22
CCOC(=O)c1ccc(NC(=O)N2CCN(C(=O)c3ccco3)CC2)cc1	6	-6	-0.6	2	-0.6	i	-11	-4	-2	-5
COc1ccc(/C=N/NC(=O)c2cnccn2)cc1O	-6	1	-0.2	-2	-1.8	i	11	4	-3	-11
O=C(O)CCn1c(SCc2cccc3ccccc23)nc2ccccc21	-2	6	0.1	-1	0.4	i	-66	-5	1	0
CC(=O)c1cccc(NC(=O)/C(=C\c2ccco2)NC(=O)c2cccs2)c1	1	-3	0.0	-8	0.0	i	-9	-10	0	-8
NS(=O)(=O)c1ccc(NC(=O)CSc2ccc3ccccc3n2)cc1	4	-5	0.2	-3	-1.4	i	11	-6	0	-4
Cc1ccc(CSc2ccc(S(=O)(=O)N3CCCCC3)cn2)cc1	-7	2	-0.6	3	1.6	i	36	-5	1	-2
c1ccc(CCN2CN=C(Nc3nc4ccccc4o3)NC2)cc1	-7	-8	-0.2	-1	0.4	i	4	2	-1	1
COc1ccc(CC(=O)Nc2ccncc2Cl)cc1	1	2	-0.5	0	-0.5	i	4	1	1	4
CCCCCCCCCCCCCCCCCCNc1ccn(C2OC(COP(=O)(O)OCC3OC(n4cc(F)c(=O)[nH]c4=O)CC3O)C(O)C2O)c(=O)n1 (stereo not drawn)	12	-5	0.2	1	3.2	i	0	21	80*	20
CCOc1ccc(NC(=O)c2ccc(NC(=O)c3ccc(CN4CCOCC4)cc3)cc2)cc1	2	-1	-1.1	-2	-3.8	i	-5	6	37	-1

In the list so far, 11 contain an aryl thioether with sulfur outside any ring:
SMILES	CSN deneddyl inh	NadD inh	Tb MetRS inh	STEP block	LMPTP inh	Rpn11 block	MLLE-PAM2 inh	Scp-1 inhibitor	DNMT1 inh	SUMO1-SIM PPI
COc1cccc(Sc2ccccc2/C=N/NC(N)=O)c1	-9	-1	0.1	-2	0.4	i	-10	-10	12	2
CCC(c1nnc(SCC(=O)Nc2ccc(N3CCOCC3)cc2)n1Cc1ccccc1)N(C)C (stereo not drawn)	-2	-2	-0.8	-2	1.0	i	2	4	2	4
O=C(NCCCN1CCOCC1)c1onc(CSc2ccccc2)c1C(=O)NCCCN1CCOCC1	-3	-1	-0.1	-3	-1.8	i	-10	1	0	-1
Cc1ccc(C(=O)CSc2nnc3ccccn23)c(C)c1	1	-1	0.4	0	0.1	i	14	-4	-1	-2
CCOC(=O)Cc1csc(SCC(=O)Nc2cc(C)ccc2OC)n1	-2	-6	0.0	0	-1.7	i	2	-9	-1	2
COc1ccc(NC(=O)CSc2nnc(NC(=O)C3CCC3)s2)cc1	2	-8	-0.8	0	-1.7	i	7	-9	-2	0
C=CCSc1nnc2c(n1)OC=Nc1ccccc1-2	4	-3	-1.1	2	-2.1	i	16	2	17	-5
CN(C(=O)CSc1nnc(-c2ccncc2)n1C)C1CCS(=O)(=O)C1 (stereo not drawn)	-11	-3	-0.9	-4	-2.9	i	2	-2	3	-2
O=C(O)CCn1c(SCc2cccc3ccccc23)nc2ccccc21	-2	6	0.1	-1	0.4	i	-66	-5	1	0
NS(=O)(=O)c1ccc(NC(=O)CSc2ccc3ccccc3n2)cc1	4	-5	0.2	-3	-1.4	i	11	-6	0	-4
Cc1ccc(CSc2ccc(S(=O)(=O)N3CCCCC3)cn2)cc1	-7	2	-0.6	3	1.6	i	36	-5	1	-2
